RMI FANCM FP: inhibitors of human RMI core complex binding to FANCM MM2; Fluorescence polarization, RMI core complex with F-MM2 peptide; hits give low values; FP signal (polarization) at 33 µM; actives 0.58% (n = 70,000); in the data active = FP signal below about 40; note: inactives centre near 61; strong numbers were not always called active; unit not given here
An asterisk follows results filed as active; & = joins results of further samples. A portion of the library; rates above refer to the full screens.

SMILES	RMI FANCM FP
COC(=O)c1cccc(NC(=S)NCc2ccccc2)c1	56
O=C(CSc1nc2c(sc(=S)n2-c2ccc(Cl)cc2)c(=O)[nH]1)NCc1ccco1	61
COc1ccc(N2CCN(C(=O)c3ccccc3I)CC2)nn1	63
CCn1c(=O)c(C(=O)Nc2ccccc2C(F)(F)F)cc2cccnc21	57
COCCNC(=O)Cn1nc(-c2ccc(F)cc2)c2sc(N3CCCC3)nc2c1=O	63
CCOc1ccccc1NC(=O)C(=O)NCC1(c2cccs2)CCCC1	72
Cc1cc(F)ccc1S(=O)(=O)NCC1CCN(C2CCCC2)CC1	78
CS(=O)(=O)N1CCC(C(=O)Nc2nccs2)CC1	65
COc1cc(S(=O)(=O)Nc2cccc3cn[nH]c23)c(OC)cc1C	63
O=Cc1nc(-c2ccccc2)n2ccccc12	61
N#Cc1ccc(-n2cccc2)nc1	53
O=C(Nc1ccccc1N1CCOCC1)c1cc2ccccc2oc1=O	55
CC(=O)N1CCN(c2ccnc3c2c(=O)n(Cc2cccc(F)c2)c(=O)n3C)CC1	65
COc1ccc(OC)c(NC(=O)Cn2nc(SC)c(S(=O)(=O)c3ccc(C)cc3)c2N)c1	99
Cc1ccc(S(=O)(=O)ON2C(=O)CNC2=O)cc1	52
Cc1cc(C(=O)CSc2nnc3ccc4ccccc4n23)c(C)n1-c1ccc(F)cc1	60
O=C(NCCSCc1ccco1)C1CC1	57
CCn1nccc1C(=O)Nc1nc(-c2ccc(OC)cc2OC)cs1	66
COc1coc(C(=O)Nc2ccc3c(c2)OCO3)cc1=O	64
CCCCNC(=S)NCCc1cc2cc(C)c(C)cc2[nH]c1=O	78
Cc1csc2nc(-c3ccc(NC(=O)c4ccc(Br)cc4)cc3)cn12	84
O=C(Nc1nccs1)c1cccc2c1-c1ccccc1C2	41
CCc1c(C)nc(SCc2ccc(C(F)(F)F)cc2)[nH]c1=O	53
CCc1ccc(S(=O)(=O)Nc2ccc3c(c2)N(C(=O)COC)CCC3)s1	73
Cc1cc(C)c(C)c(S(=O)(=O)NCC(=O)N2CC(C)CC(C)C2)c1C (configuration not stated)	75

Later entries:
SMILES	RMI FANCM FP
Cc1cc(S(=O)(=O)Nc2cccc(-c3ccc(S(C)(=O)=O)nn3)c2)ccc1F	52
COc1ccc(OCC2c3cc(OC)c(OC)cc3CCN2C(=O)Cc2cccc3ccccc23)cc1 (configuration not stated)	68
Cc1ccc(NC(=O)CSc2nccn3nc(-c4ccc(Cl)cc4)cc23)cc1F	102
Nc1nc2ccc(Cl)cc2c2nc(-c3ccco3)nn12	71&69
Nc1cc(Cc2cc(N)cc(C(F)(F)F)c2)cc(C(F)(F)F)c1	62
Cc1ccc(S(=O)(=O)N2CCCC(C(=O)Nc3cccc4ccccc34)C2)cc1 (configuration not stated)	73
O=C(Nc1ccccc1OC(F)F)c1ccc(S(=O)(=O)N2CCCCC2)cc1	70
Cn1cc(OCc2ccc(F)cc2)c(=O)cc1C(=O)NC1CCN(Cc2ccccc2)CC1	57&61
O=C(Cn1cc(S(=O)(=O)c2ccccc2)c2ccccc21)NCc1ccccn1	57
NS(=O)(=O)c1ccc(C(=O)Nc2ccc(-c3cn4c(n3)SCC4)cc2)cc1	70
O=C1NS(=O)(=O)c2ccccc21	53
CC(O)Cn1cnc2c1c(=O)n(C)c(=O)n2C (configuration not stated)	62
CC(C)(C)c1ccc(S(=O)(=O)NCC(=O)N2CCOC(c3ccccc3)C2)cc1 (configuration not stated)	74
O=C(NCCn1ncc2c(N3CCN(c4ncccn4)CC3)ncnc21)C1COc2ccccc2O1 (configuration not stated)	64
Cc1nc2ccc(NC(=O)c3ccc([N+](=O)[O-])cc3)cc2c(=O)n1-c1ccc(F)cc1	61
Cc1ccc(-c2c[nH]c(=S)n2C)cc1	53
CC(C)(C)NC(=O)CN1CCN(Cc2nc(-c3ccc(F)cc3)cs2)CC1	58
Clc1cc(Cl)cc(-c2nnc(N3CCCC3)o2)c1	59
O=C(Cc1cccc2ccccc12)NCc1n[nH]c(=O)c2ccccc12	61
CCOc1ccc2cc(/C=N\N3C(=O)C4C=CC=CC4N=C3C)c(Cl)nc2c1 (configuration not stated)	66
CCc1ccccc1NC(=O)N1CCN(c2ccc(-c3ccc4c(c3)OCO4)nn2)CC1	67
CN(C)S(=O)(=O)c1ccc(C(=O)NCc2nnc(SC/C=C/c3ccccc3)o2)cc1	58
COc1ccccc1-c1nc(SCC(=O)Nc2ccc(NC(C)=O)cc2)c2c(=O)n(C)c(=O)n(C)c2n1	81
O=C(NCc1c(F)cccc1F)c1ccc(Cn2cnc3ccccc32)o1	62
O=S(=O)(c1ccc(Cl)cc1)c1cn[nH]c1-c1ccc(Cl)cc1	63

Next results
SMILES	RMI FANCM FP
O=C(Oc1cc(OC(=O)c2ccccc2)c2c(c1)O[C@H](c1ccc(OC(=O)c3ccccc3)c(OC(=O)c3ccccc3)c1)[C@@H](OC(=O)c1ccccc1)C2)c1ccccc1	58
NS(=O)(=O)c1ccc(CCNS(=O)(=O)CCCOc2ccc3c(c2)OCO3)cc1	63
COc1ccc(-c2nnc3ccc(OCCNC(=O)Cc4cccs4)nn23)cc1OC	70
Oc1[nH]c2ccccc2c1N=Nc1nnc(-c2ccccc2)c(-c2ccccc2)n1	46
Cc1ccc2c(c1)sc(=NC(=O)c1ccc(-c3ccccc3)cc1)n2C	63
C=CCSc1nc(N)cc(=O)[nH]1	60
Fc1ccc(-c2noc(-c3ccc4c(c3)CCO4)n2)cc1	59
COc1ccc(C(=O)Nc2c(N)nc(SCC(=O)Nc3ccc(C(C)=O)cc3)[nH]c2=O)cc1	69
C#CCn1c(=NC(=O)c2ccnn2C)sc2cc(F)cc(F)c21	94
Cc1cc(=O)[nH]c(-n2nc(C)cc2NC(=O)C(=O)NCCc2c[nH]c3ccccc23)n1	54
N#Cc1c(N)c(C#N)c2c(c1-c1ccco1)Cc1ccccc1-2	12*
Cc1cc(S(=O)(=O)Nc2ccc3c(c2)OCC2CCCN32)c(C)s1 (configuration not stated)	58
CCOC(=O)c1ccc(NC(=O)CSc2nnc(CNC(=O)c3cccc(F)c3)n2-c2ccccc2)cc1	63
COc1ccc(-c2nn(-c3ccccc3)cc2/C=C2\SC(=O)NC2=S)cc1	27*
CCOC(=O)C(C#N)=c1sc(=C(C#N)C(=O)OCC)s1	54
COCC(=O)O[C@]1(CCN(C)CCCc2nc3ccccc3[nH]2)CCc2cc(F)ccc2[C@@H]1C(C)C	64
Cc1nc2c(ccc3nc(NC(=O)Cc4ccc(Cl)s4)sc32)s1	83
Cc1nnc2sc(SCc3ccc([N+](=O)[O-])cc3)nn2c1=O	59
NCCCCNCCCN	61
CC1(C)COCN1C(=O)CCN1C(=O)c2ccccc2S1(=O)=O	53
CCOC(=O)C(Sc1nccn1C)C(=O)OCC	62
CN(Cc1ccco1)S(=O)(=O)c1ccc(C(=O)Nc2cc(Cl)cc(Cl)c2)cc1	70
O=C(Nc1ccc2c(c1)C(=O)NCCO2)c1ccc2ccccc2c1	66
O=C(c1nnc(-c2ccccc2)o1)N1CCN(C(c2ccccc2)c2ccccc2)CC1	62
CCc1ccc(CCC(=O)Nc2ncc(Cc3ccc(Br)cc3)s2)o1	60

Additional entries
SMILES	RMI FANCM FP
O=C(O)c1ccc(CNS(=O)(=O)c2ccc(F)c(Cl)c2)cc1	72
COC(=O)CSc1nc(-c2ccccc2)cc(=O)[nH]1	64
COc1ccc(CC2CCC(=O)CC2)cc1	60
COc1cccc(CNC(=O)C(=O)Nc2cc(N3CCCS3(=O)=O)ccc2C)c1	66
Cc1nc(SC(C)c2ccccc2)[nH]c(=O)c1CC(=O)NCc1cccs1 (configuration not stated)	61
O=C(Nc1ccc2c(c1)CN(C(=O)C1CC1)CC2)c1ccc(Cl)cc1	65
CNC(=O)Cc1csc(NC(=O)Cc2c(C)nc(SCc3ccccc3)[nH]c2=O)n1	62
O=C(Cn1cnc2c(-c3ccccc3)csc2c1=O)N1CCN(c2ccc(F)cc2)CC1	72
Cc1ccc(CC(=O)Nc2sc(-c3ccccc3)cc2C(N)=O)cc1	52
O=C(O)CN1C(=O)CSC1=S	61
C[C@H](NCCc1ccc(O)cc1)[C@H](O)c1ccc(O)cc1	61
O=S(=O)(c1cccc2nsnc12)N1CCN(c2ccccn2)CC1	55
CCN1C(=O)c2cccc3c(NC(=O)c4ccc(OC)cc4OC)ccc1c23	90
Cc1cc(NC(=O)CCS(=O)(=O)c2ccccc2)on1	64
COc1ccc(Cn2ccnc2SCC(=O)NCc2ccccc2Cl)cc1	74
O=C(NCC(=O)N1CCN(Cc2ccccc2)CC1)C1CCCCC1	66
COC1(OC)C/C=C\CC(OC)(OC)C/C=C\C1	60
Cc1ccc2c(CC(=O)Nc3ccc4c(c3)OCO4)cc(=O)oc2c1	64
O=C(Nc1nnc(SCc2cccc(C(F)(F)F)c2)s1)c1cc(Cl)ccc1Cl	47
COc1ccc(N2CCN(C(=O)CC3CSc4nccc(=O)n43)CC2)cc1 (configuration not stated)	54
COC(=O)c1sc(S(=O)(=O)Nc2ccc(F)cc2)cc1Cl	57
COC(=O)Cn1c(=NC(=O)c2ccc(C(C)=O)cc2)sc2c(C)cc(C)cc21	60
Cc1c(C)n(CC(O)CNCCO)c2c(Cl)cccc12 (configuration not stated)	68
COc1ccc(OCCNC(=O)N2CCCCC2)cc1	65
Cc1ccc(S(=O)(=O)Nc2ccccc2C(=O)Nc2nc3c(Br)cccc3s2)cc1	61

Reprinted from the part before: 6 entries, followed by the next part.
SMILES	RMI FANCM FP
COc1ccc(N2CCN(C(=O)CC3CSc4nccc(=O)n43)CC2)cc1 (configuration not stated)	54
COC(=O)c1sc(S(=O)(=O)Nc2ccc(F)cc2)cc1Cl	57
COC(=O)Cn1c(=NC(=O)c2ccc(C(C)=O)cc2)sc2c(C)cc(C)cc21	60
Cc1c(C)n(CC(O)CNCCO)c2c(Cl)cccc12 (configuration not stated)	68
COc1ccc(OCCNC(=O)N2CCCCC2)cc1	65
Cc1ccc(S(=O)(=O)Nc2ccccc2C(=O)Nc2nc3c(Br)cccc3s2)cc1	61
COc1ccc(N2C(=O)/C(=C\c3ccc(-c4ccc(Cl)cc4Cl)o3)SC2=S)cc1	57
COC(=O)c1ccc2nc(NC(=O)c3ccccc3S(C)(=O)=O)sc2c1	65
CNNC(=S)NCCC1=CCCCC1	54
CCN1C(=O)Cc2cc(NC(=O)OC)ccc21	68
COc1ccc(OC)c(Nc2nc(N3CCN(Cc4ccccc4)CC3)nc(N)c2[N+](=O)[O-])c1	54
CCOC(=O)N1CCN(C(c2ccc([N+](=O)[O-])cc2)c2sc3nc(CC)nn3c2O)CC1 (configuration not stated)	55
N#Cc1c(N)nc2c3c1NC(O)(c1ccccc1)C(C#N)C3c1cc(Cl)ccc1O2 (configuration not stated)	59
COc1cc(O)cc(/C=C/c2ccccc2)c1	54
COc1ccc2nc(-c3ccc(Cl)c(NC(=O)c4cc(Cl)ccc4Cl)c3)cn2n1	111
O=C(Nc1onc2c1CCC2)c1ccco1	55
O=C(c1ccco1)N(Cc1cccnc1)c1nc2ccc(Br)cc2s1	57
Cc1cc(-c2ccc(NC(=O)c3ccc(S(=O)(=O)N(C)c4ccccc4)cc3)c(C)c2)ccc1NC(=O)c1ccc(S(=O)(=O)N(C)c2ccccc2)cc1	59
CCCCN(C)c1ccc2nnc(CCc3nc(-c4cccc(C)c4)no3)n2n1	61
Cc1cccn2cc(CCNC(=O)c3ccco3)nc12	59
COc1cc(C(C)=O)ccc1OCC(=O)NCCOc1ccccc1	59
CSCC(O)Cn1ncc2ccccc2c1=O (configuration not stated)	39
O=S(=O)(NC1=NCC2CCCC2N1)c1ccccc1 (configuration not stated)	45
CN1C(=O)C(C)(C)COc2ccc(NC(=O)c3c(F)cccc3F)cc21	67
NS(=O)(=O)c1ccc(NC(=O)CSc2nnc(-c3sc4ccccc4c3Cl)o2)cc1	71
CCOC(=O)N1CCN(C(=O)CSCC(=O)Nc2nc(-c3ccc(Cl)cc3)cs2)CC1	60
Cc1nc(-c2cccc(NC(=O)/C=C\C(=O)O)c2)cs1	60
Cc1ccccc1Cn1nc(-c2ccccc2)c2sc(N3CCCC3)nc2c1=O	68
Cc1oc2c(c1C(=O)NCCN1CCOCC1)C(=O)c1ccccc1C2=O	59
C1=C(N2CCC(Cc3ccccc3)CC2)CCc2ccccc21	47
O=C(O/N=C\c1ccc(F)c(Cl)c1)C1CC1	39

Laid out differently: results already given
Molecule: COc1ccc(CC2CCC(=O)CC2)cc1
  RMI FANCM FP: 60
Molecule: CCOC(=O)c1ccc(NC(=O)CSc2nnc(CNC(=O)c3cccc(F)c3)n2-c2ccccc2)cc1
  RMI FANCM FP: 63
Molecule: COc1ccc(-c2nn(-c3ccccc3)cc2/C=C2\SC(=O)NC2=S)cc1
  RMI FANCM FP: 27*

Back to the main list; the 3 compounds before the break are reprinted first.
SMILES	RMI FANCM FP
Cc1oc2c(c1C(=O)NCCN1CCOCC1)C(=O)c1ccccc1C2=O	59
C1=C(N2CCC(Cc3ccccc3)CC2)CCc2ccccc21	47
O=C(O/N=C\c1ccc(F)c(Cl)c1)C1CC1	39
O=C1C(CN2CCCCC2)CCCC1CN1CCCCC1 (configuration not stated)	74
COc1cc2c(cc1OC)CN(C(=O)CSc1nc3sc(C)c(C)c3c(=O)n1-c1ccccc1)CC2	73
O=c1c2ccccc2n(Cc2nc(-c3ccc4c(c3)OCO4)no2)c(=O)n1CCc1ccccc1	194
Cc1cnc2n(c1=O)C(CC(=O)N1CCN(c3cccc(Cl)c3)CC1)CS2 (configuration not stated)	66
Cc1cc(NC(=O)c2ccc(S(C)(=O)=O)cc2)n(C)n1	67
N#Cc1cc(Oc2cccnc2)c(Oc2cccnc2)cc1C#N	52
Cc1ccc(NC(=O)CN2CCC(C(=O)NCCc3c[nH]c4ccccc34)CC2)cc1	54
COc1cccc(C(=O)NCC(c2ccsc2)N2CCCCCC2)c1OC (configuration not stated)	73
CC(=O)c1ccc(NC(=O)CSc2nnc(NC(=O)c3ccccc3C(F)(F)F)s2)cc1	60
COc1c2ccoc2c(OC)c2oc(=O)ccc12	67
